# TNAP activation fold = stimulation of alkaline phosphatase TNAP activity – biochemical, luminescent, no phosphate acceptor, uHTS, primary screen (AID 1001) | purified TNAP, luminescent activation assay, no phosphate acceptor; higher activation fold means a stronger effect | activation fold at 20 µM; hits with a dose series show EC50 in µM | 0.03% of 200,000 active; in the data active = activation fold from about 3, or a potency from the dose series; inactive = the rest, 99 in 100 with activation fold below about 1.6; note: many of its hits are not listed in these tables
# PMI inhibition = MPI inhibition at elevated mannose 6-phosphate – biochemical, fluorescence intensity, high mannose 6-phosphate, primary screen (AID 1220); inhibition, % at 20 µM, or IC50 in µM where a hit was titrated; 0.66% of 190,000 active; recombinant PMI enzyme, coupled fluorescence intensity; higher % means a stronger effect
# XIAP antagonists = small molecules displacing peptide from XIAP – biochemical, IAP family, fluorescence polarization (AID 1018); displacement, % at 20 µM, or IC50 in µM where a hit was titrated; XIAP BIR domain, fluorescence polarization peptide displacement; higher % means a stronger effect; 0.007% of 200,000 active; in the data active = displacement above about 50%; note: a part of the inactive calls stands beside numbers as strong as those of hits
# Myeloid diff MLP = myeloid differentiation induction. ER-HoxA9 myeloid progenitors, lysozyme-GFP differentiation, flow cytometry. calls only at 10 µM. 1% of 360,000 active. AID 624256;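 active = normalized GFP-positive differentiation at or above the plate's own cutoff, the solvent-only control mean plus 3 SD; inconclusive = no clear call, values can overlap the other calls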;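 note: cells exposed to compound for four days before flow analysis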
# ER stress rescue = rescue of cells from ER stress-induced death, primary screen, 384-well, CSM14.1, thapsigargin, ATP luminescence (AID 1222); CSM14.1 thapsigargin-induced death rescue, ATP luminescence; higher % means a stronger effect; cellular ATP content (survival), % at 20 µM, or EC50 in µM where a hit was titrated; 190,000 tested, under 10 active;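 active = EC50 below 50 µM in the dose-response confirmation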;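 note: death triggered by thapsigargin at about 15 µM added after 2 h compound pretreatment; cell ATP read after overnight thapsigargin exposure of roughly 18 to 22 hours; normalized against plate controls of thapsigargin alone and 5% DMSO vehicle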
# M1AAP inhibition = P. falciparum M1AAP inhibitors, biochemical, fluorogenic H-Leu-NHMec substrate, 1536-well (AID 1445) | recombinant M1AAP, H-Leu-NHMec fluorogenic kinetic assay; higher % means a stronger effect | inhibition, % at 30 µM; hits with a dose series show IC50 in µM | 0.42% of 220,000 active;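 active = primary inhibition above the hit cutoff, then over 50% inhibition at one or more dose response concentrations, cut at about 23% in these data, passing the limit was not always enough; inconclusive = conflicting primary data, or primary hits not chosen for dose response; inactive = low primary inhibition, or under 50% at every dose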;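 note: plate controls were DMSO full reaction for no effect and no enzyme background for full effect; strong numbers were not always called active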
# LYP phosphatase = inhibitors of LYP phosphatase, biochemical, fluorescence intensity, uHTS (AID 1779) | 0.054% of 290,000 active | recombinant LYP phosphatase, fluorescence intensity; higher % means a stronger effect | one-dose inhibition, % at 11.5 µM; IC50 in µM for titrated hits;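 note: plate controls were vehicle with enzyme for no effect and no enzyme for full effect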
# M17LAP inhibition = P. falciparum M17LAP inhibitors, primary screen, biochemical, fluorogenic H-Leu-NHMec substrate, 1536-well (AID 1619); recombinant M17LAP, H-Leu-NHMec fluorogenic kinetic assay; higher % means a stronger effect; one-dose inhibition, % at 30 µM; IC50 in µM for titrated hits; 0.38% of 220,000 active;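 active = compound inhibiting the enzyme by more than half at any dose during confirmatory dose-response retesting; inconclusive = strong single-dose inhibitors picked by rank but not retested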;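 note: plate controls were full reaction with DMSO carrier for no effect and no enzyme background for full effect; strong numbers were not always called active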
# human PMI inhibition = inhibitors of human PMI, primary screen, biochemical, fluorescence intensity, coupled assay (AID 1209) | one-dose inhibition, % at 20 µM; IC50 in µM for titrated hits | purified PMI enzyme, coupled fluorescence intensity; higher % means a stronger effect | 0.42% of 190,000 active;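 note: plate controls were DMSO vehicle for no effect and wells lacking substrate for full effect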
# Myeloid diff MLP GFP+ MAC1+ % = also measured in Myeloid diff MLP; calls as there; GFP+ MAC1+ double positive, %; measured here: differentiation confirmed by MAC1 staining
# Starred values were filed as active, the others as inactive; i = inactive; ? = inconclusive; / = not tested or not shown; + = active, no number. Cut-off read from the data, not from the text of the source, unless noted: active = inhibition above about 50%; inactive = the rest.
SMILES,TNAP activation fold,PMI inhibition,XIAP antagonists,Myeloid diff MLP,Myeloid diff MLP GFP+ MAC1+ %,ER stress rescue,M1AAP inhibition,LYP phosphatase,M17LAP inhibition,human PMI inhibition
COCCN=c1scc(-c2cc(OC)ccc2OC)n1/N=C/c1c[nH]c2ccccc12,1.1,10%,-4.7%,i,0.4,-2.1%,17%,9%,-14%,25%
CC(C)(C)c1ccc(/C=N/NC(=S)Nc2cccnc2)cc1,1.1,-10%,-4.4%,/,/,-0.3%,1%,9%,4%,-8%
O=C(Nc1cc(C(F)(F)F)ccc1N1CCOCC1)c1cccnc1Cl,1.1,9%,-5.2%,i,1.3,-2.7%,-2%,-2%,3%,12%
CCOC(=O)c1c(C)[nH]c(C(=O)COC(=O)c2ccc(N3CCCC3=O)cc2)c1C,1.1,-2%,-8.2%,i,1.2,0.9%,1%,-4%,6%,-12%
CCc1ccc(Oc2ncnc(N)c2[N+](=O)[O-])cc1,1.1,5%,-2.5%,i,0.3,-0.7%,8%,-6%,-4%,4%
CCCCn1c(N)c(N(CC)C(=O)c2cccc(OC)c2)c(=O)[nH]c1=O,1.1,-9%,-16%,i,0.5,-0.4%,6%,-7%,18%,-8%
COc1cc(C(=O)c2ccccc2)c(OC)cc1C(=O)Nc1ccc(O)cc1,1,/,-3.7%,i,0.9,0.9%,13%,-3%,0%,/
CCOc1ccccc1NC(=O)C(OC(=O)c1ccccc1NS(=O)(=O)c1cccs1)c1ccccc1 (stereo not drawn),1.1,1%,-17%,i,0.6,i,-1%,2%,2%,1%
CCOc1ccc(/C=N/NC(=O)CN2CCSCC2)cc1,1.4,1%,-4.0%,i,0.6,-0.2%,-4%,-6%,23%,8%
O=C(NCCCN1CCCC1=O)c1ccc2c(c1)ncn2C1CCCCC1,1.1,-6%,-5.2%,i,2.2,1.6%,-5%,-11%,12%,-8%
COc1ccc(C2CC(c3ccc(OC)c(OC)c3)=NN2S(C)(=O)=O)cc1 (stereo not drawn),/,/,/,i,0.7,/,6%,-5%,6%,/
CCOC(=O)N1CCN(c2cc(C)c([N+](=O)[O-])cc2F)CC1,1,-7%,1.7%,i,0.0,-0.7%,11%,-2%,34%,-8%
CCn1c(N2CCN(C(=O)NC3CCCCC3)CC2)nc2ccccc21,1.1,14%,-3.9%,i,0.7,3.8%,2%,-6%,10%,8%
Cc1ccc(NC(=O)COC(=O)Cc2csc(-c3ccc(Cl)cc3)n2)cc1C,1.1,6%,-6.4%,i,1.9,-0.7%,10%,-4%,5%,3%
CC(C(=O)Nc1ccccc1C(=O)N1CCOCC1)N(c1ccc(Cl)cc1)S(C)(=O)=O (stereo not drawn),1.1,8%,-7.9%,i,0.1,-0.8%,7%,-4%,11%,2%
CC1(C)N=C(N)N=C(N)N1c1ccc(OCCCOc2ccccc2)c(Cl)c1,/,/,/,?,/,/,-1%,-9%,4%,/
CCN(CC)C(=O)CSc1nnc(-n2nc(C)cc2C)c2ccccc12,1.1,4%,0.1%,i,6.9,0.5%,3%,-1%,8%,-5%
Cc1sc2nc(SCC(=O)c3cc(C)n(CC4CCCO4)c3C)n(C(C)C)c(=O)c2c1C (stereo not drawn),1.1,27%,-16%,i,0.4,-0.7%,1%,9%,5%,7%
Cc1ccc(CNC(=O)C2C3C=CC4(CN(Cc5cccnc5)C(=O)C24)O3)cc1 (stereo not drawn),1.2,-6%,-1.3%,i,0.9,-1.5%,3%,-5%,14%,-3%
Cc1ccnc2nc(C(=O)N3CCN(S(=O)(=O)c4ccccc4)CC3)nn12,1.2,5%,-1.9%,i,0.2,-2.0%,-3%,-4%,-3%,-7%
O=C(O)C1Cc2[nH]cnc2C(c2cccc([N+](=O)[O-])c2)N1 (stereo not drawn),1.1,2%,-8.1%,i,0.7,-0.9%,2%,-2%,1%,2%
Cc1ccc(-c2[nH]ncc2/C=N/n2c(C)nc3ccccc3c2=O)cc1,/,/,/,i,0.9,/,1%,2%,14%,/
CCCCCCCCNC(=O)c1ccc(C)cc1,1.1,2%,-0.8%,/,/,-0.3%,-1%,-2%,-4%,1%
O=C(NCc1ccco1)Nc1ccc(OC(F)(F)F)cc1,/,/,/,i,0.3,/,8%,-3%,5%,/
O=S(=O)(c1ccccc1)c1nc(Nc2cccc(O)c2)sc1Cl,1,6%,-5.0%,i,0.6,0.5%,8%,-4%,10%,-5%
Cc1cc(C)c(OCCN(C)C)c(Cl)c1,1.1,1%,-4.7%,/,/,-1.0%,4%,-5%,2%,-3%
Cc1ccccc1CSCCNC(=O)CCSc1ccccc1,1.1,16%,-0.6%,i,1.7,-2.4%,-3%,-8%,-3%,8%
O=C(/C=C/c1ccc([N+](=O)[O-])cc1)NCc1ccc2c(c1)OCO2,1.1,-2%,-1.4%,i,0.8,-0.4%,/,3%,/,2%
COc1ccc2[nH]c(O)c(N=O)c2c1,1.2,11%,-10%,i,0.2,0.4%,9%,-10%,-2%,30%
CCn1c(C)c(C(C)=O)c(N2CCC(C(N)=O)CC2)nc1=S,1.1,3%,-3.9%,i,6.1,1.9%,-7%,-8%,5%,4%
S=C(c1ccc(-c2ccc(Br)cc2)o1)N1CCOCC1,/,/,/,i,0.4,/,7%,6%,13%,/
Cc1ccc(NC(=O)n2ccc(-c3ccc(-n4ccnc4)cc3)n2)cc1,1.1,-2%,-4.0%,i,0.1,-0.4%,7%,-2%,21%,-13%
COc1cccc(CNS(=O)(=O)c2ccc(S(=O)(=O)N3CCCC3)cc2)c1,1.1,/,-5.6%,i,0.8,-1.8%,3%,-8%,-2%,/
CCO[C@@H]1OC(C(=O)N2CCN(Cc3ccccc3)CC2)=C[C@H](c2ccccc2)[C@H]1CCCO,1.1,4%,-2.6%,i,1.5,2.1%,2%,-6%,5%,8%
OCc1ncccc1O,/,/,/,i,0.4,/,-1%,-8%,-2%,/
Cc1ccc(C(=O)CSc2ncnc3sc4c(c23)CCC(C)C4)cc1 (stereo not drawn),1.1,-8%,-5.6%,i,0.9,-1.6%,3%,-5%,-6%,-6%
COc1ccc(NS(=O)(=O)c2cc(NC(=O)C3CCCO3)ccc2N2CCCCC2)cc1 (stereo not drawn),1.1,-1%,-7.0%,i,1.2,0.7%,0%,6%,4%,-16%
Cc1cc(S(=O)(=O)N(Cc2ccccc2)Cc2ccc(N(C)C)cc2)ccc1-n1cnnn1,1,4%,-3.3%,i,4.8,2.2%,10%,4%,-10%,4%
O=[N+]([O-])c1cccc(-c2csc(N/N=C/c3cccc(O)c3)n2)c1,1.1,7%,0.4%,i,0.4,0.1%,11%,0%,19%,2%
CCCCOCCCNC(=O)c1ccc([N+](=O)[O-])c(C)c1,1.1,-2%,-1.6%,i,0.3,-0.2%,3%,-9%,-2%,1%

# Brought forward from above: two compounds, then new ones.
SMILES,TNAP activation fold,PMI inhibition,XIAP antagonists,Myeloid diff MLP,Myeloid diff MLP GFP+ MAC1+ %,ER stress rescue,M1AAP inhibition,LYP phosphatase,M17LAP inhibition,human PMI inhibition
O=[N+]([O-])c1cccc(-c2csc(N/N=C/c3cccc(O)c3)n2)c1,1.1,7%,0.4%,i,0.4,0.1%,11%,0%,19%,2%
CCCCOCCCNC(=O)c1ccc([N+](=O)[O-])c(C)c1,1.1,-2%,-1.6%,i,0.3,-0.2%,3%,-9%,-2%,1%
Cc1ccc2[nH]c(=O)c3cc(C(=O)NCC4CCCO4)sc3c2c1 (stereo not drawn),1,10%,-2.9%,i,0.3,-2.6%,10%,-9%,1%,13%
Oc1ccc(C2C(c3ccccc3)=NN=C(c3ccccc3F)N2O)c(O)c1 (stereo not drawn),1,-43%,-5.8%,i,0.6,-1.4%,3%,1%,-1%,-42%
Cc1ccc(S(=O)(=O)N(CC(=O)NCCC2=CCCCC2)Cc2ccccc2)cc1,1.1,12%,-1.5%,+,4.7*,2.2%,-5%,-5%,-8%,14%
O=C(N/N=C/c1ccc2c(c1)OCO2)C(=O)N1CCCC1,1,-7%,-0.2%,i,0.1,3.6%,7%,2%,1%,-8%
COCCOn1c(SCCOC)nc2ccccc2c1=O,/,/,/,i,0.5,/,1%,-8%,1%,/
N=C(N)c1ccc(Cl)cc1,0.9,-3%,-3.8%,i,0.1,-1.5%,3%,-8%,3%,-9%
CCN(CC)S(=O)(=O)c1ccc2c(c1)C(=NO)c1cc(S(=O)(=O)N(CC)CC)ccc1-2,1,-6%,-3.6%,?,/,-0.5%,1%,-2%,-5%,-6%
COc1ccc2nc(C)c3cc(C)oc3c2c1,1.1,11%,5.5%,i,2.0,/,4%,0%,6%,9%
O=C(c1ccncc1)N(Cc1cc2ccccc2[nH]c1=O)C1CCCCC1,1,-2%,-2.7%,i,1.6,-2.5%,6%,-10%,10%,-6%
CCC(Cc1ccccc1)NC(=O)CCn1cccc1 (stereo not drawn),1.1,0%,-19%,i,1.0,0.5%,5%,-5%,-3%,6%
COc1cccc2c1OC1(C)CC2N(C(=O)c2ccco2)C(=S)N1c1ccc(F)cc1 (stereo not drawn),1,-3%,-2.7%,i,0.0,0.4%,-1%,-2%,-4%,-12%
COc1cccc(CNC(=O)CCN2C(=S)NC(C)(C)CC2C)c1 (stereo not drawn),1.1,4%,-4.2%,i,0.7,-0.5%,4%,-7%,-7%,6%
Nc1c(C(=O)N/N=C/c2ccc(F)cc2)oc2nc(-c3ccccc3)cc(-c3ccco3)c12,/,/,/,i,0.8,/,4%,-2%,-2%,/
COCCCNC(=S)NNC(=O)c1csc2ccccc12,2.7,-11%,2.9%,i,0.5,0.8%,-6%,-7%,-1%,-5%
CN(C)CC#CCOC(c1ccccc1)c1ccccc1,1.1,2%,-1.4%,i,0.3,1.2%,/,-4%,/,0%
Cc1cc(NC(=O)CSc2nnc(COc3cccc(C)c3C)n2Cc2ccco2)no1,1,-14%,-7.3%,i,1.8,/,1%,3%,4%,-7%
CC(C)(C)n1nc2c(c1NC(=O)c1cccc(C(F)(F)F)c1)CS(=O)C2 (stereo not drawn),1.1,0%,-3.8%,i,0.4,0.4%,3%,-10%,-6%,-6%
O=C(Nc1ccc2c(c1)OCCO2)c1ccc(Cl)c(S(=O)(=O)N2CCOCC2)c1,1.1,1%,-8.9%,i,4.8,2.4%,-8%,-9%,1%,8%
Clc1ccc(CSCCc2ccncc2)cc1,0.8,-5%,-6.8%,i,0.5,-3.9%,-3%,-7%,-2%,0%
CC1Cc2nc(SCC(=O)Nc3ccc4c(c3)OCO4)n(-c3ccc(F)cc3)c(=O)c2S1 (stereo not drawn),/,/,/,i,2.3,/,4%,-2%,5%,/
CCOc1ccccc1N1CCN(C(=O)Nc2ccc(F)c(Cl)c2)CC1,1.1,15%,-4.7%,i,0.6,-1.0%,0%,-3%,-6%,22%

# Screening data deposited in PubChem BioAssay by several laboratories.

# This is a random part of the collection; 2.7% or so of the library scored in one or more.
